# Compound activity: PubChem BioAssay, Sanford-Burnham Center for Chemical Genomics
# XBP1 UPR activ: adaptive UPR (XBP1) activation. CHO-XBP1 luciferase reporter, IRE1-XBP1 UPR activation, luminescence; percent of tunicamycin response, DMSO as zero. activation, % at 20 µM. 330,000 compounds, 0.33% hits. AID 463104;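 active = versus positive control, 20 µM dose yields 30% or more activation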;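 note: 100% = tunicamycin at 10 µg/mL and 0% = DMSO only wells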
#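 Material: CHO cell line with stable XBP1 luciferase reporter; schedule: 16-18 h cell attachment at 37 °C, then 6 h compound exposure; signal: glow luminescence from Steady-Glo reagent; medium: serum-containing F12 medium, 10% FBS; benchmarks: tunicamycin 10 µg/mL and vehicle-only wells; read-out: percent activation relative to tunicamycin reference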
# UPR CHOP act: activators of apoptotic arm of unfolded protein response (CHOP) | CHO-CHOP luciferase reporter, UPR activation, luminescence; percent of tunicamycin response over DMSO baseline | 330,000 compounds, 0.34% hits | activation, % at 10 µM | AID 449763;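 active = at 10 µM dose, activation of 40% or more, normalized to positive control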;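 note: 100% = tunicamycin at 10 µg/mL and 0% = DMSO alone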
#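 System: CHO-CHOP luciferase reporter cell line; amount: 500 cells/well; buffer or medium: F12 medium containing 10% fetal bovine serum; incubation: 6 h compound exposure at 37 °C after overnight seeding; measured by: luciferase luminescence after 10 min with Steady-Glo reagent; evaluation: % reporter activation, DMSO baseline versus tunicamycin full activation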
# APJ antag: APJ receptor antagonism; P35414; CHO-K1 APJ beta-arrestin complementation, luminescence; inhibition, % at 20 µM; 330,000 compounds, 0.32% hits; AID 2521;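 active = inhibition above about 40% at 20 µM, limit read from the data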;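 note: cells challenged with 10 nM apelin-13 agonist together with compound; plate controls were apelin-13 plus DMSO wells for no effect and DMSO wells lacking apelin-13 for full effect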
# tim10-1 inh: growth inhibitors of tim10-1 mutant yeast; S. cerevisiae tim10-1 ts strain growth, BacTiter-Glo, 24 h; inhibition, % at 20 µM; 330,000 compounds, 2.2% hits; AID 463190;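 active = inhibition of at least 40%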;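 note: mutant grown at 25 °C; 0% = DMSO wells with yeast and 100% = wells holding no yeast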
# Mdm2 MdmX PPI: human Mdm2/MdmX binding inhibition; O15151+Q00987; SaOS-2 split-luciferase Mdm2/MdmX complementation, luminescence; inhibition, % at 8 µM; 330,000 compounds, 3% hits; AID 485346;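 active = inhibition of at least 50% at 8 µM in the primary screen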
# Target sequence (O15151 whole entry, looked up): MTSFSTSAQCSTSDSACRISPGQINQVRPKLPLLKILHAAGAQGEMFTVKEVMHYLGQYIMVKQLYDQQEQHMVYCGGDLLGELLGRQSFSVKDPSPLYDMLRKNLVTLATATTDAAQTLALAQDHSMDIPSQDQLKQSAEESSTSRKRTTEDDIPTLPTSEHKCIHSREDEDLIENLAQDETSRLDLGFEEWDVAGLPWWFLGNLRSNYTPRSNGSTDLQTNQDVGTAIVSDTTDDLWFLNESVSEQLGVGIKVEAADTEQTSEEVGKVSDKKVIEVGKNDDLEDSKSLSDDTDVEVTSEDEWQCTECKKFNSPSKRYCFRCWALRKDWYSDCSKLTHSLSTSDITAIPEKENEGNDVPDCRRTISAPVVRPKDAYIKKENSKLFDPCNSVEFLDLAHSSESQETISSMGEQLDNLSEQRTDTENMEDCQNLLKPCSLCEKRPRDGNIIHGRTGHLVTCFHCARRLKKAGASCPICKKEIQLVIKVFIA
# Target sequence (Q00987 whole entry, looked up): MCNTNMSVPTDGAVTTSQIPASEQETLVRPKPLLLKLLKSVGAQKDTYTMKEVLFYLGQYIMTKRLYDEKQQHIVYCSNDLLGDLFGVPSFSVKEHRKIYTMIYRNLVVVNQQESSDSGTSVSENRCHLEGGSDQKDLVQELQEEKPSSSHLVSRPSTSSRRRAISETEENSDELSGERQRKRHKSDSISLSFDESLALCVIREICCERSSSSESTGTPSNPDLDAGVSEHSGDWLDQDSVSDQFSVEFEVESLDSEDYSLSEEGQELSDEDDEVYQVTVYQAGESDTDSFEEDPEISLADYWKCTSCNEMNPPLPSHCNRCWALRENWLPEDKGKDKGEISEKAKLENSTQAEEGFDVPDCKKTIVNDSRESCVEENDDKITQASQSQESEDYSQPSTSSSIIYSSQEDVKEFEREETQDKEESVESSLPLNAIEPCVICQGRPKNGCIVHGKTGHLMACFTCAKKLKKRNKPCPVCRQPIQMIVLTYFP
# APJ ag: APJ receptor agonism; P35414; CHO-K1 APJ PathHunter beta-arrestin, luminescence; 0% DMSO wells, 100% apelin; activation, % at 20 µM; 330,000 compounds, 0.11% hits; AID 2520;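 active = activation more than six SD over the plate average, tested at 20 µM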;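 note: 0% = DMSO alone and 100% = apelin-13 at 10 nM; some results filed as inactive read as strong as hits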
#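 Assay system – PathHunter CHO-K1 APJ (AGTRL-1) beta-arrestin reporter cells · Compound – one dose, 20 µM compound, 1% DMSO · Timing – compound 90 min 25 °C, reagent 1 h · Measured by – luminescence from split beta-galactosidase complementation, Galacton Star/Emerald II substrate · Measure – beta-arrestin recruitment to APJ as agonist activity, luminescent signal · Benchmarks – DMSO vs Apelin-13 10 nM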
# CXCR6 block: inhibitors of human CXCR6 receptor | O00574 | CHO-K1 PathHunter CXCR6 beta-arrestin, luminescence | inhibition, % at 20 µM | 360,000 compounds, 0.36% hits; in the data active = inhibition above about 34%, passing the limit was not always enough;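 note: antagonist mode with CXCL16 agonist at 10 nM final; 0% = 10 nM CXCL16 with DMSO and 100% = unstimulated wells without agonist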
# TIM10 inh: TIM10 yeast growth inhibition; S. cerevisiae TIM10 strain growth, BacTiter-Glo luminescence, 24 h; inhibition, % at 10 µM; 330,000 compounds, 1.4% hits; AID 463195;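 active = inhibition of 40% or more at the single tested concentration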;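 note: wild-type TIM10 isogenic control strain grown at permissive 25 °C; 0% = DMSO yeast wells and 100% = minimal medium wells without yeast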
# tim23-1 inh: inhibits growth of tim23-1 mutant yeast; S. cerevisiae tim23-1 growth, BacTiter-Glo luminescence, 24 h; inhibition, % at 20 µM; 330,000 compounds, 1.3% hits; AID 463212;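 active = growth inhibition of the mutant yeast at or above 50%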;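 note: temperature-sensitive mutant grown at 25 °C; plate controls were DMSO-treated mutant yeast for no effect and medium wells lacking yeast for full effect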
# * = called active by the depositor.
SMILES,XBP1 UPR activ,UPR CHOP act,APJ antag,tim10-1 inh,Mdm2 MdmX PPI,APJ ag,CXCR6 block,TIM10 inh,tim23-1 inh
CCC1(O)CC(C(=O)OC)=NN1C(=O)c1ccccc1 (stereo not given),-1,-1.2,13,7,10,-4,-2,11,8
CS(=O)(=O)c1ccc2nc(NC(=O)c3ccc(N4CCCC4=O)cc3)sc2c1,2,-1.1,-2,-9,57*,-4,-2,-7,-20
COc1cc(/C=C(\C#N)C(=O)Nc2ccccn2)ccc1O,2,7.6,23,12,-16,-2,21,23,24
CN(c1ccc(OCC(=O)Nc2ccc3[nH]c(=O)[nH]c3c2)cc1)S(=O)(=O)c1ccc(Cl)cc1,1,-0.8,-5,12,8,-1,-6,1,5
COC(=O)Nc1c(C)n(C)n(-c2ccccc2)c1=O,-2,-2.1,-17,7,-9,-4,2,8,7
C=CCOc1ccc(CN(C)C(=O)CN2C(=O)c3ccccc3C2=O)cc1,-3,-0.3,10,14,-3,-3,2,-11,16
CN1CCN(NS(=O)(=O)c2cccs2)CC1,-3,0.0,-8,0,-20,-3,-6,-3,-2
O=C(O)c1ccc(-c2sc(Nc3ccccc3)n[n+]2-c2ccc(F)cc2)cc1,0,1.2,8,8,18,-9,7,-16,11
CCSc1nc(-c2ccc(OC)cc2)ccc1C#N,2,-0.9,-12,16,-12,2,-1,-8,7
NS(=O)(=O)c1ccc(Nc2nc(-c3cccc([N+](=O)[O-])c3)cs2)cc1,2,-1.2,-16,-7,-1,3,2,7,-2
NCCN1C(=O)S/C(=C\c2ccc3c(c2)OCO3)C1=O,-13,-7.6,4,9,-55,0,4,14,17
CC(NC(=O)C12CC3(C)CC(C)(CC(C)(C3)C1)C2)C(=O)O (stereo not given),-3,1.0,-7,10,-28,1,-4,8,12
O=C(CN1CCN(c2cccc(C(F)(F)F)c2)CC1)NCc1ccccc1,-1,1.3,12,16,-14,-1,-4,6,24
O=C(O)CSc1nnc(CNc2ccc(F)cc2)n1-c1ccccc1,-2,2.5,2,0,-28,1,-2,-14,-1
Cc1cc(NS(=O)(=O)c2ccc(NC(=O)Cc3ccc([N+](=O)[O-])cc3)cc2)no1,-10,-0.5,-2,6,13,0,16,5,2
COc1ccc(CNC(=O)CN2C(=O)NC3(CCCc4sccc43)C2=O)cc1 (stereo not given),-1,-0.1,-2,9,10,-8,2,2,16
CCOC(=O)NNC1CC(=O)N(c2ccccc2)C1=O (stereo not given),-1,0.0,-17,-9,0,-2,-13,11,10
COc1cc(/C=N/n2c(-c3ccccc3)n[nH]c2=S)cc(OC)c1OC,9,-0.7,20,0,10,5,-9,9,-1
COc1cc(OC)c(C(=O)OCN2C(=O)c3ccccc3C2=O)cc1OC,3,1.5,-5,14,9,4,-8,7,18
COC(=O)C1=C(C)NC(C)=C(C(=O)OC)C1C(=O)OCC(=O)N1CCCCC1C (stereo not given),1,-0.2,7,-4,5,-5,6,-6,-11

# Arranged by SMILES length (lowest first): some entries from above.
SMILES,XBP1 UPR activ,UPR CHOP act,APJ antag,tim10-1 inh,Mdm2 MdmX PPI,APJ ag,CXCR6 block,TIM10 inh,tim23-1 inh
CN1CCN(NS(=O)(=O)c2cccs2)CC1,-3,0.0,-8,0,-20,-3,-6,-3,-2
CCOC(=O)NNC1CC(=O)N(c2ccccc2)C1=O (stereo not given),-1,0.0,-17,-9,0,-2,-13,11,10
COC(=O)Nc1c(C)n(C)n(-c2ccccc2)c1=O,-2,-2.1,-17,7,-9,-4,2,8,7
CCC1(O)CC(C(=O)OC)=NN1C(=O)c1ccccc1 (stereo not given),-1,-1.2,13,7,10,-4,-2,11,8
COc1cc(/C=C(\C#N)C(=O)Nc2ccccn2)ccc1O,2,7.6,23,12,-16,-2,21,23,24
O=C(O)CSc1nnc(CNc2ccc(F)cc2)n1-c1ccccc1,-2,2.5,2,0,-28,1,-2,-14,-1
O=C(CN1CCN(c2cccc(C(F)(F)F)c2)CC1)NCc1ccccc1,-1,1.3,12,16,-14,-1,-4,6,24
CC(NC(=O)C12CC3(C)CC(C)(CC(C)(C3)C1)C2)C(=O)O (stereo not given),-3,1.0,-7,10,-28,1,-4,8,12
COc1cc(/C=N/n2c(-c3ccccc3)n[nH]c2=S)cc(OC)c1OC,9,-0.7,20,0,10,5,-9,9,-1
COc1ccc(CNC(=O)CN2C(=O)NC3(CCCc4sccc43)C2=O)cc1 (stereo not given),-1,-0.1,-2,9,10,-8,2,2,16
O=C(O)c1ccc(-c2sc(Nc3ccccc3)n[n+]2-c2ccc(F)cc2)cc1,0,1.2,8,8,18,-9,7,-16,11
NS(=O)(=O)c1ccc(Nc2nc(-c3cccc([N+](=O)[O-])c3)cs2)cc1,2,-1.2,-16,-7,-1,3,2,7,-2
Cc1cc(NS(=O)(=O)c2ccc(NC(=O)Cc3ccc([N+](=O)[O-])cc3)cc2)no1,-10,-0.5,-2,6,13,0,16,5,2
CN(c1ccc(OCC(=O)Nc2ccc3[nH]c(=O)[nH]c3c2)cc1)S(=O)(=O)c1ccc(Cl)cc1,1,-0.8,-5,12,8,-1,-6,1,5

# New compounds follow
SMILES,XBP1 UPR activ,UPR CHOP act,APJ antag,tim10-1 inh,Mdm2 MdmX PPI,APJ ag,CXCR6 block,TIM10 inh,tim23-1 inh
O=C(O)CCCn1cc(NC(=O)c2ccc(F)cc2)cn1,-5,-1.4,-4,2,21,0,2,-8,1
Cc1ccc(OCCC(=O)OCC(=O)Nc2ccc(C)cc2Cl)cc1,-1,0.8,8,20,13,7,-2,11,22
COc1cc2c(cc1OC)-c1nnc(-c3cccs3)n1C(C)(C)C2,-3,-0.5,-65,3,9,-3,2,-12,2
O=C(Nc1c(F)cccc1F)C1CCN(C(=O)c2cccs2)CC1,1,-0.1,-8,4,22,-2,9,-16,-3
O=C(NCc1ccc2c(c1)OCO2)c1nn(-c2ccccc2)c(=O)c2ccccc12,3,0.2,-3,22,19,-2,17,15,22
Cn1c(C(=O)NC2CCCCC2)cc2sccc21,5,1.1,3,12,-33,-3,4,8,22
Cc1ccc(NC(=O)c2cc(=O)[nH]c3ccccc23)cc1C,-1,2.6,3,15,-8,-4,4,5,2
CC(C)n1cnnc1SCC(=O)NNC(=O)COc1ccc(Cl)cc1,4,-1.9,28,-1,9,-3,0,-1,-5
COc1ccc(-c2[nH]nc3oc(=O)c(CCO)c(C)c23)cc1,-3,0.9,-9,-9,14,-2,-1,-13,9
O=C(CN1CCCC1c1cccs1)N1CCN(S(=O)(=O)c2ccccc2)CC1 (stereo not given),1,-0.1,16,18,-13,-7,8,7,15
O=C(Cc1ccccc1)Nc1nc(-c2cccs2)cs1,5,5.2,5,36,-34,-1,-4,25,34
O=C(Nc1ccc(S(=O)(=O)Nc2nccs2)cc1)c1ccc(N2C(=O)c3ccccc3C2=O)cc1,0,-1.1,9,-3,1,-2,4,1,-16
CC(C)N1CC(C(=O)Nc2ccc(S(=O)(=O)N3CCCCC3)cc2)CC1=O (stereo not given),5,2.0,7,-8,-14,2,6,5,0
O=C(O)/C=C/c1cn(-c2ccccc2)nc1-c1ccccc1,1,2.9,3,15,26,0,0,1,16
O=C(/C=C/c1ccco1)Nc1ccccc1C(=O)Nc1cccc(C(=O)O)c1,-1,0.1,7,11,15,-1,-2,-6,-2
CCC1=[N+](C)c2cccc3cccc(c23)N1C,-3,-1.1,11,-17,19,-3,13,-12,-9
COc1ccccc1/C=C(/CC(=O)NCc1ccc2c(c1)OCO2)c1nc2ccccc2s1,0,1.1,10,9,0,-4,4,-21,0
c1ccc2sc(NC3=NCN(CCN4CCOCC4)CN3)nc2c1,0,2.3,0,-26,-2,-3,-1,-16,0
O=C(N/N=C/c1ccc(OC(=O)c2ccco2)cc1)c1ccccn1,-2,2.3,13,-18,-34,-4,1,-7,-1
CCc1nnc(/N=C/c2c(O)n(-c3ccc(Cl)cn3)c(=O)c3ccccc23)s1,-1,5.0,-11,7,-3,0,-4,11,17
CN1CCN(C(=O)CCN2C(=O)/C(=C\c3ccccc3F)SC2=S)CC1,0,1.2,-8,17,38,3,-18,10,11
COc1ccc(Cl)cc1C(=O)Nc1nc(C)cc(C)n1,-2,1.5,1,22,-6,-4,2,5,12
Cn1cc(C(=O)c2ccc(Cl)cc2Cl)cc1C(=O)N/N=C(\N)COc1ccc(Cl)cc1,0,2.2,-23,20,64*,3,-13,23,14
CC(C(=O)NC1CCCCCC1)c1ccc([N+](=O)[O-])cc1 (stereo not given),-1,-2.1,-14,13,11,-5,-5,-2,24
Cc1nn(-c2cc(C)c3ccccc3n2)c2c1C1C(C2)C1(C)C (stereo not given),1,1.7,-16,-11,4,-7,-6,-12,-16
CC(C)c1ccc(S(=O)(=O)N2CCN(C(=S)NCc3ccco3)CC2)cc1,-2,2.7,5,40,14,-5,-6,49*,40
Cc1noc(/C=C/c2ccco2)c1S(=O)(=O)N1CCC(C(=O)N2c3ccccc3CC2C)CC1 (stereo not given),0,1.5,5,24,32,-4,9,14,14
CC(C)CCn1c(CN2CCN(C(=O)c3ccco3)CC2)nc2c1c(=O)n(C)c(=O)n2C,2,0.1,-85,23,-3,-1,4,9,20
CCOC(=O)C1(Cc2ccccc2)CCCN(S(=O)(=O)N(C)C)C1 (stereo not given),-1,2.4,16,18,21,-2,9,3,31
O=C1CC(c2cccc(O)c2)Oc2ccccc21 (stereo not given),5,3.0,0,13,-12,-5,7,17,22
CCOC(=O)CN1C(=N)N(c2nc(NC(C)C)nc(OC)n2)CC1=O,-3,1.2,14,-7,-1,-4,0,-1,22
Nc1ccc(-c2nc3ccccc3[nH]2)cc1,-2,0.7,-1,-29,-38,-2,-2,9,-19
Cn1ncc(Oc2ccc([N+](=O)[O-])cc2)c(Cl)c1=O,-3,-1.5,5,12,21,-3,-15,-3,16
COc1ccc(S(=O)(=O)N2CCOCC2)cc1NC(=O)c1cccs1,4,-0.4,7,15,13,4,7,10,20
COc1ccc(CNC(=O)/C=C/c2ccc(S(=O)(=O)NCc3ccco3)cc2)cc1OC,-2,3.2,-8,13,14,0,3,-8,3
COc1ccc(S(=O)(=O)N2CCCC(C(=O)NCc3ccncc3)C2)cc1Cl (stereo not given),-2,-2.0,6,13,19,-2,4,15,21
O=c1c2c(-c3ccc(Cl)cc3)csc2nc2n1CCC2,1,-1.8,2,25,31,-2,5,14,42

# A portion of the library (hit frequency here may not be typical).
